S1P2 antag: blocks the human S1P2 receptor; inhibition, % at 5 µM; 97,000 tested, 0.21% active; cell-based S1P2 antagonist assay, inhibition at 5 uM; O95136; AID 736; in the data active = inhibition above about 45%;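 note: CRE beta-lactamase reporter cells expressing human S1P2 stimulated with S1P; 0% = agonist at EC80 alone and 100% = agonist plus reference antagonist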
Target sequence (O95136 whole entry, looked up): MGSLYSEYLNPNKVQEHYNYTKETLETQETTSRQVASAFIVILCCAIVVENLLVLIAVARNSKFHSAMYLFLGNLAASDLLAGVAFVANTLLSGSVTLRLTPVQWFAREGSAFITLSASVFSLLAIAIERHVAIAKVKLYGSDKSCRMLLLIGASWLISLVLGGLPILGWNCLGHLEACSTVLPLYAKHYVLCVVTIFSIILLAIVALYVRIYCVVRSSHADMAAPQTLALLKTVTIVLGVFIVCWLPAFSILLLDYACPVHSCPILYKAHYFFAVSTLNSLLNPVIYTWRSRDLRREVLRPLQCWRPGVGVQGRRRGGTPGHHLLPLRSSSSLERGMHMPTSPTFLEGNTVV
HUVEC inhibit: human endothelial cell proliferation inhibition | AID 648 | viability, % at 10 µM (by protocol) | 86,000 tested, 1.1% active | HUVEC proliferation, CellTiter-Glo luminescence, 72 h; stronger effect = lower value;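 active = viability at or below 30%; inactive = viability above 30%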;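 note: 100% = median luminescence of DMSO-only cell control wells on each plate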
Lung fibro prol: blocks proliferation of human lung fibroblasts; LL 47 human lung fibroblast viability, ATP luminescence; stronger effect = lower value; viability, % at 10 µM; 85,000 tested, 1.1% active;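 active = viability at or below 50% in the single dose screen; inactive = viability above 50%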;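 note: compound exposure lasted 72 h before the ATP readout; 100% = median luminescence of untreated cell-only wells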
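Signal: luminescent ATP detection, CellTiter-Glo; assay system: LL 47 human lung fibroblasts; input: 1,150 cells/well; incubation: overnight cell rest, 72 h compound treatment at 37 °C; measure: % viability versus median cells-only luminescence; medium: IMEM growth medium with 15% fetal bovine serum; dosing: compound addition at 0.1% DMSO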
PostGolgi yeast: growth inhibition of a yeast mutant, post-Golgi transport screen; post-Golgi transport phenotypic cell assay; 98,000 tested, 0.9% active; inhibition, % at 10 µM; AID 739;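 note: yeast cells grown in 1536-well plates; yeast grown about 18 h at 30C before absorbance read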
H69AR growth 86K: growth inhibitors of human H69AR lung tumor cells | H69AR lung tumor viability, ATP luminescence, 72 h; stronger effect = lower value | viability, % at 10 µM | 85,000 tested, 6% active;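 active = viability at or below 40%; inactive = viability above 40%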;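 note: multidrug resistant small cell line overexpressing MRP-1 efflux transporter; 100% = mean luminescence of untreated control wells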
S1P2 ag: activates the human S1P2 receptor | O95136 | S1P2-expressing cell line, agonist reporter read-out | activation, % at 4.5 µM | 97,000 tested, 0.46% active | AID 729; in the data active = activation above about 16%;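 note: 0% = vehicle low control and 100% = maximal reference agonist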
E coli WT exp: blocks growth of wild type E. coli BW25113; OD600 absorbance; growth inhibition, % at 100 µM; 98,000 tested, 0.15% active;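 active = growth inhibition above about 50% at one test dose, limit read from the data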;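 note: growth measured after 20 h incubation at 37 °C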
PostGolgi ctrl: growth of the yeast control strain, post-Golgi counter-screen; efflux-deficient yeast background strain, growth absorbance A615, 16 h; inhibition, % at 10 µM; 98,000 tested, 5% active; AID 738
hDAT+cocaine: changed human dopamine transporter uptake under cocaine IC80. Q01959. LLC-PK1 hDAT cells, [14C]-dopamine uptake with cocaine IC80; actives deviate in either direction. B-score at 10 µM. 110,000 tested, 1.3% active. AID 449768;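 active = Z score or B-score, a plate-position-corrected score, falls beyond the plate's 99.7% confidence bounds, in either direction; inactive = both scores lie inside the 99.7% bounds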;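 note: scored against the spread of the other compound wells on the same plate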
Target sequence (Q01959 whole entry, looked up): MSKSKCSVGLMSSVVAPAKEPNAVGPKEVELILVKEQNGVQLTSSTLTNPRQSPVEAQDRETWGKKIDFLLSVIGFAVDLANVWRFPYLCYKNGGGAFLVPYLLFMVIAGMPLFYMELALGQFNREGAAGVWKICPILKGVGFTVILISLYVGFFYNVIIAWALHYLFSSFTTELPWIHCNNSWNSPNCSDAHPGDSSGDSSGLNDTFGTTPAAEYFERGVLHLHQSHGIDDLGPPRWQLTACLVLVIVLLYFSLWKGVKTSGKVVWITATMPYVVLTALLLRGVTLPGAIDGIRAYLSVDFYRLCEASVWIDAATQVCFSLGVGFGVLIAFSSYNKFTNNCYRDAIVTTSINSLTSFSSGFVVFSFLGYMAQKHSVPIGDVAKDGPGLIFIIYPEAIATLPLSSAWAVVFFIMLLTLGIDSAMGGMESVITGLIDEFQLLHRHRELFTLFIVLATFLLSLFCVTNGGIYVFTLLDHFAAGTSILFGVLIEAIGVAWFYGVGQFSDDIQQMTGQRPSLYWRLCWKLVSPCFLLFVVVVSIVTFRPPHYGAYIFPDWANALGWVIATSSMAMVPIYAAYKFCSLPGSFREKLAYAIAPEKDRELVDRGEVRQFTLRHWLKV
* hit, by the source's call; · = not tested or not shown. Cut-off read from the data, not from the text of the source, unless noted: active = inhibition above about 30%; inactive = the rest.

SMILES	S1P2 antag	HUVEC inhibit	Lung fibro prol	PostGolgi yeast	H69AR growth 86K	S1P2 ag	E coli WT exp	PostGolgi ctrl	hDAT+cocaine
COc1cc(NC(=O)c2cccs2)ccc1NC(=O)c1ccco1	-14	88	101	-18	63	-7	-3	-3	0.66
C=CCn1c(=O)n2ncnc2c2c3c(sc21)CCCC3	-22	82	95	3	91	7	3	5	·
CN(C)C(=O)NCc1ccc(S(N)(=O)=O)cc1	-10	89	98	16	103	-3	1	-4	-0.14
O=C(Nc1cccc(-c2cnc3ccccc3n2)c1)c1cccc(NC(=O)c2ccco2)c1	7	17*	35*	2	8.1*	8	-1	-1	0.1
COC(=O)CC1=C(C(=O)OC)C(c2ccc3c(c2Cl)OCO3)C(C#N)=C(N)O1 (configuration not stated)	18	91	91	-8	63	-9	5	8	-1
c1cn(CCCNc2ncnc3nc[nH]c23)cn1	15	97	97	5	102	-2	7	-1	0.82
CSc1ccccc1NC(=O)c1ccncc1	12	92	97	-17	88	-2	0	0	-0.064
COCCNC(=O)C(C#N)c1nc2ccccc2nc1N1CCCCCC1 (configuration not stated)	-16	·	·	5	·	-4	-1	11	·
CCOC(=O)C1CCCN(CCC(=O)Nc2ccccc2)C1 (configuration not stated)	-22	102	100	10	94	-1	0	-4	-0.34
O=C(c1scc2c1CCCC2)N1CCCCC1	-18	85	105	-5	104	-4	5	2	-1
c1ccc(-n2nnnc2-c2cnc(-c3ccncc3)nc2-c2cccs2)cc1	1	96	102	·	73	-5	·	·	0.76
Cc1ccc(-c2cnc(-c3ccncc3)o2)cc1	7	108	103	13	75	-4	12	10	-0.58
O=C(NCC1CCCO1)c1cccc(Br)c1 (configuration not stated)	-16	97	102	11	90	-2	8	4	-0.24
O=C(Cc1ccccc1)NCC1CCCO1 (configuration not stated)	-17	91	104	0	100	-3	9	0	-0.0019
CCc1ccc(C=NC23CN4CN(CN(C4)C2)C3)s1	3	101	103	-5	109	-2	-8	15	-0.47
Nn1c(SCC(=O)N2CCCCC2)nnc1-c1ccncc1	-14	95	90	-3	97	-11	0	-3	-1.7
O=C(O)COc1c(-c2ccccc2)oc2ccccc2c1=O	2	96	103	18	102	-8	4	7	0.69
Cc1ccc(NCc2nnc(SCC(=O)Nc3cc(C)on3)n2C)cc1	10	90	100	·	101	-2	·	·	0.32
CSc1nc(Oc2ccc3ccccc3c2)c2ccccc2n1	4	·	·	11	·	-4	-22	10	-0.025
O=c1cc(CN2CCN(c3ccccc3F)CC2)c2cc3c(cc2o1)CCCC3	-6	86	95	-1	93	-3	4	8	-1.2
CC1CCc2cc(F)ccc2N1C(=O)C1(C)CC1(Cl)Cl (configuration not stated)	7	98	89	-2	67	-1	10	17	0.85
COc1ccc(C(=O)Nc2cc(C(=O)c3ccccc3)c(C)oc2=O)cc1	19	·	·	-4	·	-6	2	0	-0.49
COc1ccc(CNc2nc3c(c(=O)n(Cc4ccc(F)cc4)c(=O)n3C)n2C)cc1	24	95	98	-5	77	-5	10	20	-0.018
COC(=O)c1ccccc1NC(=O)N1CCN(S(=O)(=O)c2ccc(Cl)cc2)CC1	17	80	95	3	80	-5	4	43*	-0.019
O=C(Nc1ccccc1)c1ccccc1NC(=O)C(F)(F)F	-3	·	·	8	·	-6	14	11	-1.3
COc1ccc(-c2ccc(SCC(=O)N3CCOCC3)nn2)cc1	7	92	94	6	96	-5	7	-1	1.1
Cc1cc(C)n(-c2cc(N3CCN(C(=O)c4ccc(C(C)(C)C)cc4)CC3)ccc2[N+](=O)[O-])n1	19	·	·	-3	·	-6	-13	11	0.99
Cc1ccsc1/C=C1/SC(=O)N(CC(=O)N2CCOCC2)C1=O	23	·	·	-1	·	-3	-11	0	0.019
Cc1ccc(NC(=O)/C(=C\c2ccc3c(c2)OCO3)NC(=O)c2ccco2)cc1	1	·	·	-2	·	-8	-4	-3	-0.094
O=C1C(Cl)=C(N2CCCCC2)C(=O)N1c1ccccc1	11	91	101	1	88	-12	-5	-4	-0.53
COc1cccc(-c2nn(C)c3sc(C(=O)NCc4ccccn4)cc23)c1	·	60	93	13	43	·	0	0	-0.59
CC1Cc2ccccc2N1C(=O)CSc1nc2ccccc2n1CC(=O)N1CCOCC1 (configuration not stated)	10	101	98	4	82	-3	-1	10	0.92
CC(C)C(NS(=O)(=O)c1cccs1)C(=O)NCCN1CCN(c2ccccc2)CC1 (configuration not stated)	16	92	101	4	87	-6	-4	3	-0.19
COc1ccc2cc(CN(CCc3ccccc3)Cc3nnnn3Cc3ccco3)c(=O)[nH]c2c1	-5	94	97	-1	57	-5	-10	-2	1.2
COc1ccc(C2C(C(=O)N3CCOCC3)CCC(=O)N2c2cc(OC)c(OC)c(OC)c2)cc1 (configuration not stated)	20	96	103	3	95	-8	-5	2	-0.34
O=C(c1cccs1)c1ccc(-c2cccs2)s1	23	86	82	-2	67	-1	-6	11	-0.1

The list goes on, starting with the last four of the part before.
SMILES	S1P2 antag	HUVEC inhibit	Lung fibro prol	PostGolgi yeast	H69AR growth 86K	S1P2 ag	E coli WT exp	PostGolgi ctrl	hDAT+cocaine
CC(C)C(NS(=O)(=O)c1cccs1)C(=O)NCCN1CCN(c2ccccc2)CC1 (configuration not stated)	16	92	101	4	87	-6	-4	3	-0.19
COc1ccc2cc(CN(CCc3ccccc3)Cc3nnnn3Cc3ccco3)c(=O)[nH]c2c1	-5	94	97	-1	57	-5	-10	-2	1.2
COc1ccc(C2C(C(=O)N3CCOCC3)CCC(=O)N2c2cc(OC)c(OC)c(OC)c2)cc1 (configuration not stated)	20	96	103	3	95	-8	-5	2	-0.34
O=C(c1cccs1)c1ccc(-c2cccs2)s1	23	86	82	-2	67	-1	-6	11	-0.1
CCCCCCn1c(SCC(C)C)nc2c1c(=O)[nH]c(=O)n2C	7	59	58	-6	56	-2	-6	24	0.29
CCc1ccc2[nH]c(=O)c(CN(Cc3ccccc3OC)Cc3nnnn3Cc3ccco3)cc2c1	10	73	98	4	12*	-6	-18	27	1.4
Cc1cc(C)cc(NC(=O)CSc2nnc(Cn3c(=O)sc4ccccc43)n2C)c1	·	109	100	1	88	·	-4	-3	0.0083
COC(=O)c1cc(=O)nc2sc(-c3cccs3)nn12	-4	95	99	4	104	2	-3	6	-0.61
CCn1nc(C(=O)OCc2c(C)noc2C)c2ccccc2c1=O	-15	100	96	-3	92	-7	-4	16	0.77
CCOC(=O)C1CCN(Cc2nc(-c3ccc(OC)c(OC)c3)no2)CC1	-1	98	96	-16	101	-6	-3	3	1.3
COc1ccccc1N1CCN(CC(O)COc2ccc(S(=O)(=O)N3CCOCC3)cc2)CC1 (configuration not stated)	9	93	94	-2	99	-18	6	0	-0.31
COc1ccc(S(=O)(=O)NC2CC(C)(C)NC(C)(C)C2)c(C)c1C	18	98	96	-4	83	-4	8	1	-0.48
COc1cccc(C2C(C(=O)NCc3ccccc3)=C(C)Nc3ncnn32)c1 (configuration not stated)	·	99	104	-3	81	·	-3	3	-0.5
Cc1oc(-c2ccccc2F)nc1CS(=O)(=O)CC(=O)NCCCc1ccccc1	·	97	95	-7	99	·	1	18	-0.52
CC(C)(C)c1[nH]nc2c1C(c1ccccc1OC(=O)N1CCOCC1)C(C#N)=C(N)O2 (configuration not stated)	-20	95	97	11	95	-1	8	1	-0.43
Cc1nn(C)c(C)c1S(=O)(=O)N1CCCC(C(=O)NC2CCCCCC2)C1 (configuration not stated)	·	93	95	3	84	·	5	11	2.2
CCSc1nnc(NC(=O)c2cccc(OCc3c(C)noc3C)c2)s1	·	88	94	3	96	·	-6	4	0.79
Cc1cc(S(=O)(=O)Nc2cccnc2)c(C)s1	8	90	103	3	106	-5	0	0	0.41
CCCC(C)NC(=O)c1ccc(C2SCC(=O)N2Cc2ccco2)cc1 (configuration not stated)	-10	95	101	1	74	-2	13	8	0.59
Cc1cc(NC(=O)Cn2cc(C(F)(F)F)cc(Cl)c2=O)no1	19	96	93	4	99	-7	2	13	-1.5
Cc1ccsc1C(=O)NNC(=O)Nc1ccc(Cl)c(Cl)c1	-4	·	·	5	·	1	2	11	-0.53
COC(=O)C1=CN(C)C=C(C(=O)OC)C1c1ccccc1Cl	-24	87	100	4	73	23*	5	10	-0.33
CC(=O)c1cccc(NC(=O)Nc2cccs2)c1	·	92	100	-6	93	·	39	-2	0.94
CSc1cc(-c2ccccc2)n(Cc2ccccc2Cl)c(=O)c1C#N	4	62	55	-7	4.8*	-3	-21	-1	0.038
CC(=O)N1CCN(c2cccc(C)c2C)CC1	0	89	91	11	107	-6	7	4	-0.71
CCC(Oc1ccccc1)C(=O)Nc1nc2c(s1)C(=O)CC(C)(C)C2 (configuration not stated)	15	106	99	-4	78	-8	-12	6	0.36
COc1ccc(OC(C)C(=O)N2CCc3ccccc3C2)cc1 (configuration not stated)	-6	74	96	-10	25*	-3	6	6	0.074
CCc1ccc(C2CC(=O)NC(SCC(=O)OC(C)C)=C2C#N)cc1 (configuration not stated)	-8	104	98	-6	85	-6	-8	29	-0.025
COc1ccc(NC(=O)C2CCN(S(=O)(=O)c3c(C)noc3C)CC2)cc1Cl	5	92	109	5	105	-4	-6	17	-1.8
CC(=O)Nc1ccc(C2=NN(CC#N)C(=O)SC2)cc1	3	·	·	-6	·	-2	5	-2	-0.22
Cc1ccc(C)n1CCN1CCN(C(=O)c2ccco2)CC1	19	94	93	-4	87	-2	1	8	-0.39
CCOC(=O)c1nnn(CC(=O)Nc2ccccc2OC)c1C(=O)OCC	-25	99	97	-5	92	-2	5	10	-1.1
CCOC(=O)N1CCN(C(=O)c2cc(C)no2)CC1	·	100	106	9	91	·	9	-3	·
NC(=O)COC(=O)CCCc1nc2ccccc2s1	4	101	102	7	87	-7	6	2	-0.6
CCCCOC(=O)Nc1nc(C)c(C(=O)OCC)s1	-22	·	·	0	·	-3	-13	12	0.31
CC(/C(O)=C(\C#N)c1nc2ccccc2n1C)N1C(=O)c2ccccc2C1=O (configuration not stated)	4	100	101	-2	99	-2	0	-7	0.58
CCn1cc(/C=N/NC(=O)c2ccc3c(c2)OCO3)c(C)n1	-5	·	·	-2	·	-3	-5	12	1
Cc1cc(C)cc(-n2c3nc4ccccc4nc3c3c(=O)n(Cc4ccco4)cnc32)c1	-14	97	92	-5	87	-13	-17	24	1.5
O=C1CC(N2CCN(c3ccccc3F)CC2)C(=O)N1c1ccc2c(c1)OCCO2 (configuration not stated)	·	96	99	-8	82	·	5	-6	-0.59
O=C1c2ccccc2C(=O)N1CCSc1nnc(-c2ccco2)n1Cc1ccccc1	-1	96	108	3	94	-2	-2	37*	0.56
CCCc1nc2ccccc2c(=O)n1-c1c(C)n(C)n(-c2ccccc2)c1=O	12	105	99	3	101	-4	0	5	-0.29
CCOC(=O)c1ccc(N/C=C2/CCCC(C)C2=O)cc1 (configuration not stated)	-25	105	95	-7	93	-4	-9	4	0.81
CN(C)c1ccc(Nc2nc(-c3cccnc3)cs2)cc1	6	90	91	3	94	-7	-14	-2	-0.27
CCCCCC(=O)Nc1c(-c2ccc(OC)cc2)c(=O)c2ccccc2n1C	-2	98	100	-7	102	-4	-7	5	-1.9
O=C(O)c1ccc(CSc2nnc(-c3ccco3)o2)cc1	8	96	91	-6	94	-8	-2	8	-0.36
Cc1ccc2nc(Nc3ccccc3)c(/C=N/O)c(=O)n2c1	0	96	99	0	69	-5	-2	14	0.36
c1cn(CC2(Cn3ccnc3)COC2)cn1	-9	91	101	1	97	-5	5	-1	0.43
Cc1cc(Cl)ccc1OCC(=O)N1CC(C)CC(C)C1 (configuration not stated)	-3	120	102	-8	96	-2	10	29	0.58
Cc1nc2ccc(C(=O)N3CCSCC3)cc2s1	-13	93	98	11	99	-4	1	-4	-1.8

Screens deposited in PubChem by several laboratories.
